From PubChem BioAssay
ER stress death: ER stress cell death inhibition | CSM14.1 thapsigargin ER stress survival, ATP luminescence | relative survival (cellular ATP), % at 15 µg/mL (by protocol) | 48,000 tested, 0.33% active | AID 1010;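 active = survival measured by cellular ATP above 50% at 15 µg/ml in the first screen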;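 note: cell death triggered by about 15 µM thapsigargin; ATP read 24 h after thapsigargin was added; plate controls were thapsigargin with DMSO for no effect and DMSO without thapsigargin for full effect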
* marks the source's active call; other numbers are inactive results.

SMILES	ER stress death
CC1=NN(c2ccccc2)C(=O)/C1=C/c1ccccc1OS(=O)(=O)c1ccccc1[N+](=O)[O-]	9.9
Cc1cccc(C2(c3cccc(C)c3)CC2C(=O)NC(C)(C)C)c1 (stereo not drawn)	1.6
COc1ccc(C(=O)N2N=C3CC(C)(C)OCC3C2c2ccc(OC)cc2)cc1 (stereo not drawn)	1.1
O=C1C(=O)N(Cc2ccccc2)C(c2ccccc2)/C1=C(/O)c1ccccc1 (stereo not drawn)	8.2
CCCC(=O)Nc1ccc2oc(-c3ccc(OC)c(Cl)c3)nc2c1	-2.0
CC1=C(C(=O)Nc2ccccc2)C(c2ccco2)N2C(=O)CSC2=N1 (stereo not drawn)	2.3
O=C(Nc1ccc(-c2cn3ccccc3n2)cc1)c1cccc(Br)c1	-12.2
COc1ccc(C(O)P(=O)(OC(C)C)OC(C)C)cc1OC (stereo not drawn)	0.5
COc1ccc(N2CC(C(=O)N/N=C/c3c(Cl)cccc3Cl)CC2=O)cc1 (stereo not drawn)	-2.0
Cc1ccc(-c2nc3ncccc3o2)cc1NC(=O)c1ccc(-c2ccc(F)cc2)o1	2.2
CCOC(=O)C1Cn2c(nc3c(c2=O)C(C)(C)Cc2ccccc2-3)S1 (stereo not drawn)	9.0
O=C(Oc1ccccc1/C=N/n1cnnc1)c1ccccc1Br	-5.4

Next compounds
SMILES	ER stress death
CCOc1ccccc1C=Nc1cc(Cl)cc(Cl)c1	8.8
COc1ccc(NC(=O)Cc2ccc(Br)cc2)c([N+](=O)[O-])c1	11.4
CCCc1nccn1S(=O)(=O)c1ccc(Br)c2ccccc12	0.7
CC(C)COC1CS(=O)(=O)CC1OCC(C)C (stereo not drawn)	1.1
CCOC(=O)NC(Nc1ccc(F)cc1)C(Cl)(Cl)Cl (stereo not drawn)	-1.2
CCOc1cc(/C=C2\SC(=S)N(Cc3ccco3)C2=O)ccc1O	11.8
CC(C)c1ccc(/C=C/C(=O)Nc2sc3c(c2C(N)=O)CCCC3)cc1	8.4
Cc1ccc(CC(C)CC(=O)NCc2ccccc2)cc1 (stereo not drawn)	3.1
O=C(/C=C/c1ccccc1OCc1ccccc1)c1ccc(Br)cc1	2.4
Cc1cnn(-c2cc(Oc3ccccc3)ncn2)c1	-4.2
CSCCOC(=O)C1=C(C)NC(=O)NC1c1ccc([N+](=O)[O-])cc1 (stereo not drawn)	2.6
CCOc1cc(C(=O)Nc2ncccc2Cl)cc(OCC)c1OCC	6.9

The list goes on:
SMILES	ER stress death
Cc1ccc(N2C(=O)NC(=O)/C(=C/c3ccc(-c4ccc(F)cc4)o3)C2=O)cc1	8.1
COc1ccc(CCNC(=O)CCc2ccccc2O)cc1OC	12.7
CCOC(=O)c1c(NC(=S)NC(=O)c2ccc(OC)cc2)sc2c1CCCCC2	2.5
COc1cc(NC(=O)c2ccc3c(c2)OCCO3)ccc1NC(=O)c1ccco1	-0.8
CC(=O)OC1=NN(c2ccccc2)CC1	7.7
O=C(Nc1cccc2c1C(=O)c1ccccc1C2=O)c1ccc(Br)cc1	-7.3
O=C(Cc1ccccc1)Nc1ccc2nn(-c3ccc(F)cc3)nc2c1	11.8
C/C(CC(=O)NC12CC3CC(CC(C3)C1)C2)=N\NC(=O)c1ccccc1Cl	-1.4
CC(=O)Nc1ccc(N=Cc2ccncc2)cc1	5.8
Oc1ccccc1N=Cc1c(O)c(I)cc2oc3c(c12)CCCC3	-14.8
O=C(Nc1ccccc1)C(=O)Nc1ccc(F)cc1	1.4
O=C(CN1CCOCC1)C12CC3CCC(CC(C3)C1)C2	9.7

Reprinted from above for reference:
SMILES	ER stress death
CC1=NN(c2ccccc2)C(=O)/C1=C/c1ccccc1OS(=O)(=O)c1ccccc1[N+](=O)[O-]	9.9
Cc1cccc(C2(c3cccc(C)c3)CC2C(=O)NC(C)(C)C)c1 (stereo not drawn)	1.6

Following part:
SMILES	ER stress death
O=C1c2ccccc2C(=O)N1CNc1ccc(Cc2ccc(NCN3C(=O)c4ccccc4C3=O)cc2)cc1	18.8
Cc1cccc(N(CC(=O)NCCSc2nc3ccccc3s2)S(=O)(=O)c2ccccc2)c1	3.1
Nc1nnc(COc2ccc(Br)cc2)s1	5.2
COc1ccccc1NC(=O)/C(=C/c1cccc([N+](=O)[O-])c1)NC(=O)c1ccccc1	10.6
COc1ccccc1N1CCN(C(=O)c2ccccc2I)CC1	8.7
COc1ccc(C(=O)Nc2ccc(S(=O)(=O)Nc3nccc(C)n3)cc2)cc1[N+](=O)[O-]	3.7
O=C(CSc1nnnn1-c1ccccc1)Nc1nccs1	4.6
O=C(NCCCCc1ccccc1)c1sc2ccccc2c1Cl	6.1
COc1cc(OC)c(C2C(C(=O)OCC3CCCO3)=C(C)NC3=C2C(=O)CCC3)cc1OC (stereo not drawn)	-1.5
O=C(Cc1ccccc1)Nc1cc(C(F)(F)F)cc(C(F)(F)F)c1	-1.8
NS(=O)(=O)c1ccc(NC(=O)/C=C/c2ccccc2Cl)cc1	8.0
CCOc1ccc(-n2nc3ccc(NC(=O)c4cc(Cl)ccc4OC)cc3n2)cc1	4.5

Next part
SMILES	ER stress death
CC(C)Nc1ncnc2ccc(Br)cc12	0.5
C=CCc1cc(/C=C2\C(=O)NC(=O)N(c3ccc(C)cc3)C2=O)cc(OCC)c1O	6.1
COc1ccc(C(=O)CC(Nc2ccc(C)c(Cl)c2)c2ccccc2)cc1 (stereo not drawn)	1.0
CCOC(=O)c1c(NC(=S)Nc2ccc(OC)cc2)sc2c1CC(C)(C)OC2	2.7
COc1ccccc1N/C(=N/S(=O)(=O)c1ccccc1)c1ccccc1	0.7
CC(C)=C1C2C=CC1C1C(=O)N(c3ccc(Cl)cc3[N+](=O)[O-])C(=O)C21 (stereo not drawn)	4.7
O=C(Nc1nc(-c2ccc(Cl)cc2)cs1)C(F)(F)F	-5.8
COC(=O)CN1C(=O)C(=Cc2cccc(OCc3ccccc3)c2)SC1=S	7.0
COc1ccc(-c2c(C#N)c(N)n3c(nc4ccccc43)c2C#N)cc1OC	-1.6
C=CCc1cccc2cc(C(=O)N3CCN(c4ccccn4)CC3)c(=O)oc12	4.4
COc1ccc(S(=O)(=O)n2cnc3ccccc32)cc1OC	21.6
O=C(CN1C(=O)S/C(=C/c2ccccc2F)C1=O)Nc1cccc(O)c1	6.1

(further entries)
SMILES	ER stress death
C=CCNC(=O)CCCOc1ccc(Cl)cc1Cl	-1.8
O=C(c1cccc(F)c1)N1CCN(C(=O)c2cccc(Cl)c2)CC1	9.3
CC(C)(Cc1ccc(O)cc1)NC(=O)c1ccccc1	0.0
c1ccc(C2CCC(N3CCN(C4CCCC4)CC3)CC2)cc1 (stereo not drawn)	-0.3
O=C(Nc1ccc(I)cc1Cl)c1ccccc1[N+](=O)[O-]	2.9
CCOC(=O)C1=NNC(C(=O)c2ccccc2)C1c1ccccc1 (stereo not drawn)	0.1
COC(=O)c1ccc(C(=O)Nc2cc(Cl)ccc2Cl)cc1NC(=O)c1cc2cccc(O)c2cc1O	8.4
CSC(=O)NC12CC3CC(CC(C)(C3)C1)C2	4.6
O=C(C1=C(O)C(=O)N(c2nncs2)C1c1ccc(Cl)cc1)c1cccs1 (stereo not drawn)	0.1
Cc1ccc(C)n1-c1ccc(SCC(=O)O)cc1	4.4
COc1ccc(-c2cn3ccc4ccccc4c3n2)cc1OC	10.7
Brc1ccccc1C=NN1CCN(Cc2ccccc2)CC1	-7.1

More records.
SMILES	ER stress death
CCOC(=O)Cn1c(C)nc2c(C(=O)OCC)sc(C)c2c1=O	2.7
O=C1CSC(c2ccc(F)cc2)N1CCN1CCCCC1 (stereo not drawn)	-1.9
Cc1[nH]n(-c2nc(-c3cccc([N+](=O)[O-])c3)cs2)c(=O)c1N=Nc1ccc(Cl)c(Cl)c1	1.9
CCCCS(=O)CC(O)COc1ccccc1 (stereo not drawn)	8.2
Cc1ccccc1OCC(=O)NCCSc1ccccn1	7.9
COc1ccc(CN2CCN(C(=O)c3ccc(F)cc3)CC2)cc1OCc1ccccc1	53.2*
O=C1NC(=O)/C(=C\c2ccc(Br)cc2)S1	-4.2
CC1(C)CC(=O)C(C(C2=C(O)CC(C)(C)CC2=O)c2ccccc2OCc2ccccc2)C(=O)C1 (stereo not drawn)	10.4
O=C1/C(=C\c2ccc(-c3cccc(C(F)(F)F)c3)o2)SC(=S)N1C1CCCCC1	12.6
Cc1onc(-c2ccccc2Cl)c1-c1nc(-c2ccncc2)no1	1.1
Cc1cc(C)n(C(=O)c2c(C(=O)O)cccc2[N+](=O)[O-])n1	2.7
CCOc1ccccc1/C=C1/SC(=S)N(CC(=O)OC)C1=O	8.4

Remaining list, next part
SMILES	ER stress death
CC(C)c1ccc(/C=C/C(=O)NC(=S)Nc2ccc(S(=O)(=O)N=C(N)N)cc2)cc1	5.7
O=S(=O)(Nc1ccc(Cl)c(C(F)(F)F)c1)c1ccccc1	-2.3
O=S(=O)(Nc1ccc(Nc2ccc(F)cc2)cc1)c1ccc(F)cc1	-2.9
CCN(CC)c1ccc(C(NC(C)=O)NC(C)=O)cc1	3.1
O=C1C(C=NC2CC2)=C(O)c2ccccc21	1.3
O=C(Cc1ccccc1[N+](=O)[O-])N1CCN(c2ccccc2)CC1	-1.1
O=C(N/N=C/c1ccc(-c2ccc(I)cc2)o1)c1ccccn1	-8.3
Cc1c(NC(=O)c2ccccc2N)cccc1C(=O)O	16.0
Cc1ccc(N2C(=O)NC(=O)/C(=C\c3ccc(N4CCCCC4)o3)C2=O)cc1	-4.9
O=[N+]([O-])c1ccc(CSc2nnc(-c3ccccc3)c(-c3ccccc3)n2)cc1	0.9
COc1ccc(/C=N/NS(=O)(=O)c2ccc(Cl)cc2)cc1	2.2
CC(C)CCNC(=O)c1ccccc1I	2.6

Later entries
SMILES	ER stress death
O=C(Cc1ccc(-c2ccccc2)cc1)NNC(=O)c1cccc(Cl)c1	5.7
COc1ccc(NC(=O)CSc2nc(C)cc(=O)[nH]2)cc1	4.0
Nc1nc(-c2cccc(Br)c2)cs1	1.8
O=C1/C(=C/c2ccc(O)c(O)c2)SC(=S)N1C1CCCCC1	-6.1
O=C(/C=C/c1ccco1)NCC1CCCO1 (stereo not drawn)	2.2
Cc1ccsc1C1Nc2ccc3ccccc3c2C2=C1C(=O)CC(C)(C)C2 (stereo not drawn)	5.6
COc1cc(CN2CCN(C3CCCCC3)CC2)cc(OC)c1OC	-1.7
CCOC(=O)c1c(-c2ccc(Cl)cc2)csc1NC(=O)c1ccco1	1.4
Cc1cc(NC(=O)c2ccc(C)c([N+](=O)[O-])c2)ccc1NC(=O)c1ccco1	-2.1
Cc1ccc(/C=C2/C=C(c3ccccc3)OC2=O)cc1	0.1
O=[N+]([O-])c1ccc(/C=N/NS(=O)(=O)c2ccccc2)cc1	13.6
CN(Cn1nc(-c2ccccc2)oc1=S)c1ccccc1	-0.6

(next part)
SMILES	ER stress death
CCOC(=O)c1ccc(NS(=O)(=O)c2ccc(C)c([N+](=O)[O-])c2)cc1	-1.3
CCc1cc(=O)oc2c(C)c(OC(C)=O)ccc12	8.0
O=C(Nc1ccccc1)Nc1nnc(-c2ccc(Cl)cc2Cl)s1	7.6
Cc1cc(=O)oc2c(C)c(OC(=O)c3ccccc3)ccc12	4.2
COc1ccc(C2/C(=C(\O)c3ccccc3)C(=O)C(=O)N2CCCC(=O)O)cc1OC (stereo not drawn)	9.3
Cc1ccc(C(=O)Nc2ccc(I)cc2C(=O)O)o1	-3.2
Cc1cc(/C=N/NC(N)=O)c(C)n1-c1ccc(F)cc1	34.3
Cc1ccc(C)c(Cc2cc([N+](=O)[O-])ccc2C)c1	8.2
CC1=NN(c2ccc(C)c(Cl)c2)C(=O)C1	15.3
Cc1cc([N+](=O)[O-])ccc1-c1ccc(C(=O)Nc2ccc(O)c(-c3nc4ccccc4s3)c2)o1	2.5
CCCC(NC(=O)c1ccccc1)C(=O)OCC(=O)Nc1nc2ccc(OC)cc2s1 (stereo not drawn)	7.1
NC(=O)c1c(N2C(=O)c3ccccc3C2=O)sc2c1CCCC2	12.0

Random excerpt: 6 records from the list, in no set order.
SMILES	ER stress death
COc1ccc(CN2CCN(C(=O)c3ccc(F)cc3)CC2)cc1OCc1ccccc1	53.2*
O=C(Cc1ccccc1)Nc1ccc2nn(-c3ccc(F)cc3)nc2c1	11.8
O=C(Cc1ccccc1)Nc1cc(C(F)(F)F)cc(C(F)(F)F)c1	-1.8
CCOC(=O)C1Cn2c(nc3c(c2=O)C(C)(C)Cc2ccccc2-3)S1 (stereo not drawn)	9.0
Cc1cc([N+](=O)[O-])ccc1-c1ccc(C(=O)Nc2ccc(O)c(-c3nc4ccccc4s3)c2)o1	2.5
CC1=NN(c2ccccc2)C(=O)/C1=C/c1ccccc1OS(=O)(=O)c1ccccc1[N+](=O)[O-]	9.9

New compounds follow:
SMILES	ER stress death
CC1=NN(C(=O)c2ccccc2)C(O)(c2ccc(Br)cc2)C1 (stereo not drawn)	-1.9
CCOC(=O)c1c(NC(=O)c2ccccc2F)sc(C(=O)Nc2ccc(OC)cc2OC)c1C	7.8
Cc1ccc(Cl)cc1NC(=O)CSCC(=O)Nc1ccccc1	20.5
COc1ccc(OC)c(NC(=O)COc2ccccc2C(C)(C)C)c1	9.3
CSc1ccc(/C=N/NC(=O)COc2ccccc2C)cc1	0.3
COc1ccc(CNC(=O)C(c2ccccc2)c2ccccc2)cc1	1.2
Cc1cccc(N2CCN(C(=O)CCCOc3ccc(Cl)cc3Cl)CC2)c1C	0.3
CCC(=O)N1CCN(c2cc(C)c([N+](=O)[O-])cc2F)CC1	-0.5
CCN(CC)Cc1cc(NC2=NS(=O)(=O)c3ccccc32)ccc1O	-0.7
C=C(C)c1cccc(C(C)(C)NC(=O)NCCCN(C)C)c1	-4.7
Cc1onc(-c2c(Cl)cccc2Cl)c1C(=O)Nc1cc(Cl)ccc1Cl	0.5
O=C1CCC(=O)N1c1cccc2c(N3C(=O)CCC3=O)cccc12	0.2
O=C(O)c1ccc([N+](=O)[O-])cc1C(=O)c1ccccc1	0.4

The list is partial. The share of hits here may be higher or lower than overall.
